Screening results from PubChem BioAssay.
USP1-UAF1 inh – Inhibitors of USP1/UAF1: Primary Screen; recombinant USP1/UAF1, Ub-Rhodamine cleavage fluorescence; actives 0.23% (n = 390,000); Ubiquitin carboxyl-terminal hydrolase 1 (Homo sapiens), O94782; Potency, µM (top dose mostly 57.1 µM), without a hit: at the highest dose activity change, negative = inhibition, most hits filed as inhibitors; also: potency is read from the fitted curve at half-maximal effect; % is scaled to controls: 0 for no effect and ±100 for the full control effect; nearly all actives have a fitted effect of over 60% in size; inactives centre near -12
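High-throughput fluorogenic screen: 1nM USP1/UAF1 complex, Ub-Rho substrate 150nM final, 50mM HEPES pH 7.8 with 0.5mM EDTA, 0.1 mg/ml BSA, 1mM TCEP and 0.01% Tween-20.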
TrxR1 substrate – qHTS Assay for Substrates of Mammalian Selenoprotein Thioredoxin Reductase 1 (TrxR1): qHTS; actives 0.01% (n = 390,000); Potency, µM (highest dose often 114 µM), for inactives: top-dose activity change, negative = substrate turnover; purified TrxR1 substrate turnover, NADPH consumption readout; also: potency is read from the fitted curve at half-maximal effect; % is scaled to controls: 0 for no effect and ±100 for the full control effect; nearly all actives have a fitted effect of over 50% in size
Target sequence (O89049 whole entry, looked up): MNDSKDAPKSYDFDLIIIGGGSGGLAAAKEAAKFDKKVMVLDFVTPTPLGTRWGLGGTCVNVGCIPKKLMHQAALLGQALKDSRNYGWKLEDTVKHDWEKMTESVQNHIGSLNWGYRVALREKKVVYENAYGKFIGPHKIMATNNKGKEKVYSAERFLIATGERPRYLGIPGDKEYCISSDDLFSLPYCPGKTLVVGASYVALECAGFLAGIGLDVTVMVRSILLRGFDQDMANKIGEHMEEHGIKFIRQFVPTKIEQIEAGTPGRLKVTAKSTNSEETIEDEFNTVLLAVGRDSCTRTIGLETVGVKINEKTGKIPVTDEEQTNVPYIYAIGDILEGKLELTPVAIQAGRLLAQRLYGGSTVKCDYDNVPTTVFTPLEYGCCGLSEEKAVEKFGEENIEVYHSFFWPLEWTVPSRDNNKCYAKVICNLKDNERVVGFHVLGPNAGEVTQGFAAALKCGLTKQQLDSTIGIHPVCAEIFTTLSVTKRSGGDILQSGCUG
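Rat TrxR1, dispensed at 90 nM, was prereduced with 400 uM NADPH (final) for 5 min at ~22 deg C, then incubated with compound 15 min before 400 uM selenite. A first-read NADPH fluorescence drop versus no-compound background flagged substrates.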
Vif-A3F inh – qHTS for Inhibitors of Vif-A3F Interactions: qHTS. HeLa A3F-eYFP + Vif (tagged APOBEC3F with the HIV-1 protein that degrades it), YFP fluorescence increase. Potency, µM (doses to about 46.1 µM), for the others: top-dose activity, negative = active. actives 0.2% (n = 390,000); also: potency is read from the fitted curve at half-maximal effect; % of control where 0% means no effect; nearly all actives have a fitted effect of over 65% in size
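HeLa cells stably expressing A3F-eYFP plus Vif, plated and incubated overnight at 37 deg C, then exposed to compounds overnight at 37 deg C. Blocked degradation read as raised yellow fluorescence (Ex 488/Em 500-530).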
Vif-APOBEC3G blk – qHTS for Inhibitors of Vif-A3G Interactions: qHTS | DNA dC->dU-editing enzyme APOBEC-3G (Homo sapiens), Q9HC16 | actives 0.076% (n = 410,000) | HeLa A3G-eYFP + Vif (tagged APOBEC3G with the HIV-1 protein that degrades it), YFP fluorescence, overnight | AID 602310, 2012 | Potency, µM (titrated, usually from 46.1 µM), without a hit: at the highest dose activity, negative = active, most hits filed as inhibitors;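 also: potency is read from the fitted curve at half-maximal effect; % is scaled to controls: 0 for no effect and ±100 for the full control effect; nearly all actives have a fitted effect of over 60% in size; hits raise eYFP signal because A3G escapes Vif-driven loss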
Target sequence (Q9HC16 whole entry, looked up): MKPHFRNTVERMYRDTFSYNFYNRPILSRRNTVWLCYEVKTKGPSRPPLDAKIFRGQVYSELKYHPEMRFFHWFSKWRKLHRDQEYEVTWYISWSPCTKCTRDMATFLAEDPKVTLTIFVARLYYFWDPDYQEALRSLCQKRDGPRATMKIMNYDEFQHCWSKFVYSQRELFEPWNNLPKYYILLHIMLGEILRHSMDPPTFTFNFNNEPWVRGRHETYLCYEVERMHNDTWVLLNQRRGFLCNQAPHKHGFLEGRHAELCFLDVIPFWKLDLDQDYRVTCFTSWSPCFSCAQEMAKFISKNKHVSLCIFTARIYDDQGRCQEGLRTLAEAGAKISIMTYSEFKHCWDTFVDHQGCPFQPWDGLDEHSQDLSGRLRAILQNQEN
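Read-out is eYFP fluorescence (Ex 488/Em 500-530) from Vif-expressing HeLa A3G-eYFP cells; more signal means A3G escaped Vif-mediated degradation. Cells plated overnight, compound pinned in, incubated overnight at 37 deg C.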
IDH1 R132H inh – qHTS for Inhibitors of mutant isocitrate dehydrogenase 1 (IDH1): qHTS. Isocitrate dehydrogenase [NADP] cytoplasmic (Homo sapiens), O75874. actives 0.093% (n = 390,000). IDH1-R132H enzyme, NADPH consumption, diaphorase/resazurin fluorescence. Potency, µM (series often up to 76.6 µM), for the others: at the top dose activity change, negative = inhibition, most hits filed as inhibitors. AID 602179, 2012; also: potency is read from the fitted curve at half-maximal effect; % is scaled to controls: 0 for no effect and ±100 for the full control effect; nearly all actives have a fitted effect of over 65% in size
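IDH1-R132H (0.5 ug/mL) preincubated 30 min with compound, then NADPH (0.016 mM) and alpha-KG (2 mM) added; 80 min at RT, pH 7.5. Remaining NADPH coupled via diaphorase/resazurin to fluorescence (540/590 nm); concentration-response curves normalized to no-enzyme control.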
LDHA block – qHTS assay for inhibitors of human lactate dehydrogenase. L-lactate dehydrogenase A chain (Homo sapiens), P00338. purified LDHA, NADH/diaphorase-resazurin fluorescence; stronger effect = lower value. activity change, % (values are at about 110 or 230 µM). actives 0.15% (n = 480,000); in the data active = activity change below about -30%; inconclusive = mostly about -25% to -30%;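 also: plate controls were DMSO wells for no effect and wells without enzyme for full effect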
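Enzyme activity of human lactate dehydrogenase 5 (2 nM; 0.06 mM NADH, 0.2 mM pyruvate, 5 min, RT) is measured via a resazurin/diaphorase fluorescence readout of residual NADH.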
RGS4 inh – Inhibitors of Regulator of G Protein Signaling (RGS) 4: qHTS. Regulator of G-protein signaling 4 (Homo sapiens), P49798. Transcreener GDP fluorescence polarization, RGS4-accelerated GTP hydrolysis. Potency, µM (titrated, usually from 114 µM), for inactives: at the top dose activity change, negative = inhibition, actives largely listed as inhibitors. actives 0.039% (n = 390,000). AID 504845, 2011; also: potency is read from the fitted curve at half-maximal effect; % is scaled to controls: 0 for no effect and ±100 for the full control effect; nearly all actives have a fitted effect of over 75% in size; some results filed as inactive show a strong effect at the top dose
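MLSMR compounds (23 nl, pin-transferred) preincubated 10 min at room temperature with a 500nM (2x) first reagent, then RGS4 at 900nM (2x) plus Transcreener GDP mix added; fluorescence polarization (620/688 nm) read before and after 90 min at 30 °C.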
GRP78 ERSR act – qHTS for Inducers of the Endoplasmic Reticulum Stress Response (ERSR) in Human Glioma: qHTS; U87-MG GRP78 promoter luciferase reporter, 16 h; Potency, µM, inactives show at the top dose activation, actives largely listed as activators; actives 0.02% (n = 420,000); also: potency is read from the fitted curve at half-maximal effect; series mostly up to about 76 µM; % of control where 0% means no effect; nearly all actives have a fitted effect of over 35% in size
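ERSR induction read as luciferase luminescence (Bright-Glo, 10 min at room temperature) in stably transfected human U87-MG glioma cells exposed to compounds for 16 h, using GRP78 as sensor.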
rTrxR1 inhibitor – qHTS Assay for Inhibitors of Mammalian Selenoprotein Thioredoxin Reductase 1 (TrxR1): qHTS. Thioredoxin reductase 1, cytoplasmic (Rattus norvegicus), O89049. recombinant rTrxR1, NADPH fluorescence consumption, selenite substrate. Potency, µM (series often up to 114 µM), inactives show top-dose activity change, negative = inhibition, most hits filed as inhibitors. actives 1% (n = 390,000). AID 588453, 2011; also: potency is read from the fitted curve at half-maximal effect; % is scaled to controls: 0 for no effect and ±100 for the full control effect; nearly all actives have a fitted effect of over 65% in size
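Rat TrxR1 (90 nM in the dispensed reagent) was pre-reduced with 400 uM NADPH for 5 min at room temperature, then incubated with compound for 15 min. After 400 uM selenite was added, NADPH fluorescence (Ex 340/Em 450 nm) was followed for 8 min.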
* hit, by the source's call; u = inconclusive; x = not tested or not shown; & = joins results of further samples; [ ] = dose if it differs, or a comment. Unless noted, calls follow the shape of the dose curve; as a rule, active = well fitted curve in the direction sought with a large enough effect; inconclusive = small, poorly fitted or top-dose-only effect, or another doubt; inactive = no such curve, though single readings can be large; an effect the other way counts as inactive or inconclusive. Some of the compounds tested, so the mix of outcomes need not match the whole.

SMILES	USP1-UAF1 inh	TrxR1 substrate	Vif-A3F inh	Vif-APOBEC3G blk	IDH1 R132H inh	LDHA block	RGS4 inh	GRP78 ERSR act	rTrxR1 inhibitor
O=C(/C=C/Nc1ccc(F)cc1)c1ccco1	-12%	13%[57.1 µM]	-3%	-1%	16%	-6	-24%	-11%	16%[57.1 µM]
CC1(NC(=O)c2cc(Cl)nc3ccccc23)CCS(=O)(=O)C1 (stereo not drawn)	-22%	6%	0%	3%	4%	-6	-7%	-8%	20%
CC1(C)CC(=O)C/C(=N/NC(=O)COc2ccc(Cl)cc2Cl)C1	0%	1%[57.1 µM]	-1%	-2%	4%	1	-16%	-4%	-6%[57.1 µM]
O=C(NCc1ccncc1)Nc1ccccc1F	-8%	1%	0%	0%	-1%	-4	19%	0%	17%
COCCN1C=C(C(=O)OC)C(c2ccc3c(c2)OCO3)C(C(=O)OC)=C1	7%	38%[activator]	-1%	0%	0%	4	-1%	-3%	14%
CCOC(CCn1c(SCC(=O)Nc2cc(C)on2)nc2ccccc2c1=O)OCC	5%	1%	-1%	-5%	-3%	-6	6%	-1%	3%
O=C(CS(=O)(=O)c1ccccc1)Nc1nccs1	-13%	-1%[57.1 µM]	3%	0%	-4%	-5	19%	8%	-1%[57.1 µM]
CCOCCCN(C(=O)Nc1ccc(Cl)cc1)C1CCN(C(C)=O)CC1	-14%	2%[57.1 µM]	1%	-7%	-7%	1	-4%	-1%	14%[57.1 µM]
CO/N=C/C(=N\Nc1ccc(OC)cc1)C(=O)c1ccc(F)cc1	-16%	8%[57.1 µM]	0%	-1%	3%	-4	u	2%	17%[57.1 µM]
COc1ccc(C(=O)NCCCOc2cccnc2)cc1OC1CCN(C(C)=O)CC1	-17%	-12%	-5%	-1%	3%	-19	-7%	7%	-13%
COc1ccc(C(=O)Nc2cccc(N(C)S(C)(=O)=O)c2)cc1OC	u	8%	-8%	0%	1%	-11	1%	5%	10%
COc1ccc(CCNC(=O)COC(=O)Cn2cnc3ccccc3c2=O)cc1	-20%	3%	-17%	7%	11%	-2	5%	8%	5%
CN(C(=O)CSc1nc2scc(-c3ccccc3)c2c(=O)[nH]1)c1ccccc1	-21%	-5%	-19%	-1%	2%	0	-24%	-3%	4%
COc1cc(NC(=O)CSc2nc3nc(C)c(Cc4ccc(C)cc4)c(C)n3n2)cc(OC)c1	u	5%[57.1 µM]	1%	3%	0%	4	1%	-4%	11%[57.1 µM]
CNc1c(NS(=O)(=O)c2ccc(C(C)(C)C)cc2)c(=O)oc2ccccc12	-20%	12%[57.1 µM]	-3%	-9%	-2%	-9&-6	-7%	3%	16%[57.1 µM]
Cc1ccc(C(=O)Nc2ccccc2-c2ccccc2)cc1S(=O)(=O)Nc1cccc(C)c1C	-17%	10%[57.1 µM]	-5%	2%	3%	9	4%	-1%	46%[activator][57.1 µM]
O=C(c1nc2ccccn2c1CNCC1OCCc2ccccc21)N1CCOCC1 (stereo not drawn)	-5%	12%[57.1 µM]	1%	-3%	0%	-9	6%	0%	28%[57.1 µM]
Cc1ccc(NC(=O)CC2SC(=Nc3ccc(O)cc3)NC2=O)cc1 (stereo not drawn)	-1%	-4%	4%	-2%	-8%	2	-44%	-3%	-4%[57.1 µM]
O=C(c1cc(COc2c(F)cccc2F)on1)N1C[C@H]2CC[C@H]1C2	-15%	7%	0%	0%	0%	2	-37%	-6%	16%
O=C(NCc1ccc(Cl)cc1)Nc1ccc(F)cc1	-21%	-2%	2%	-1%	-9%	0	20%	3%	24%
CCOc1ccc(OCCCC(=O)NC2=NCCS2)cc1	-19%	1%	-4%	6%	-1%	-5	39%	3%	20%
O=C(NCc1nnc(SCC(=O)N2CCN(c3ccccc3)CC2)o1)c1ccc(F)cc1	-11%	1%	-14%	-1%	8%	1	u	-6%	19%
CC1(C)Cc2cccc(OCC(=O)N3CCN(c4cccc(Cl)c4)CC3)c2O1	-21%	-1%	2%	0%	2%	-1	-3%	-4%	11%
C/C(=C\C(=O)C(F)(F)F)Nc1ccc(C(F)(F)F)cc1	-19%	-8%	-2%	1%	3%	-2	3%	-5%	-11%
CCOc1ccccc1NC(=O)N1CCC(NC(=O)C2CCCCC2)CC1	u	4%	4%	-2%	-6%	-2	-16%	-3%	22%
Cc1csc(NC(=O)C2CSC3(C)CCC(=O)N23)n1 (stereo not drawn)	-18%	5%	-6%	-8%	1%	-1	-29%	-3%	8%
O=C(Cc1ncc(C(F)(F)F)cc1Cl)N1CCN(c2ccccn2)CC1	-3%	4%	1%	0%	-5%	-2	2%	-4%	-9%
O=C(CSC1=NC2(CCCCCC2)N=C1c1ccccc1)Nc1ccc2c(c1)OCCO2	-14%	12%	3%	-1%	-3%	-2	-3%	-8%	46%[activator]
COc1ccc(C(=S)N2CCN(c3ccccc3C)CC2)cc1	7%	-4%	-4%	0%	6%	-1	-34%	-5%	13%
COc1ccc(/C=C2\N=C(C(C)(C)C)OC2=O)c(OC)c1	-4%	0%	11%	4%	0%	3	32%	-1%	-8%
CC(Cl)C(=O)NC(=O)NC12CC3CC(CC(C3)C1)C2 (stereo not drawn)	-14%	-7%	4%	1%	2%	-5	28%	-3%	-16%
O=C(C1CCCCC1)N1CCC(c2nc3ccccc3[nH]2)CC1	1%	2%	0%	1%	1%	-1	16%	0%	11%
Cc1cc(C)cc(OCc2nnc(SCC(=O)c3ccc(Br)cc3)o2)c1	-7%	10%[57.1 µM]	-5%	u	7%	-1	-27%	-6%	14%
COc1ccc(/C=C(/C#N)C(=O)Nc2cccnc2)cc1OC	-18%	-13%	-4%	-1%	1%	-3	-31%	-6%	-19%
COc1cccc(C2/C(=C(/O)c3ccc(F)cc3)C(=O)C(=O)N2CCN(C)C)c1 (stereo not drawn)	-15%	12%[57.1 µM]	1%	1%	-2%	-5	14%	-2%	0%
O=c1c(-c2nnc(SCc3ccc(Cl)c(Cl)c3)o2)cccn1Cc1ccccc1	-4%	210%[activator]	-3%	-10%	4%	-3	u	-6%	38%[activator]
COc1ccc(-c2noc3c2-c2nc(-c4ccc(C)cc4)sc2CC3)cc1	u	8%	-1%	-5%	7%	0	-12%	-4%	0%
CN(C(=O)C(=O)Nc1ccc2nc3n(c(=O)c2c1)CCCCC3)c1cccc(C(F)(F)F)c1	u	-6%	4%	1%	4%	-8	23%	3%	-2%
CCOC(=O)C1CCCN(CC(=O)Nc2cccc(C(C)=O)c2)C1 (stereo not drawn)	-4%	-3%	1%	3%	3%	u	0%	-4%	7%
COC(=O)c1ccc(CSc2nc3ccccc3c(=O)n2N)cc1	-6%	20%	-2%	-1%	0%	0	-12%[56.9 µM]	-2%	13%
CC(=O)c1ccc(NC(=O)c2noc3c2CCC3)cc1	-14%	-10%	-2%	-3%	0%	-14	1%[11.4 µM]	-17%	50µM*
CCN(CC)C(=O)C1=C(C)N(CCC2=CCCCC2)C(=O)C(CC(=O)NC(c2ccccc2)c2ccccc2)C1 (stereo not drawn)	-7%	x	0%	-8%	-7%	0	x	-2%	x
COc1cccc(OCCOCCN(C)CCO)c1	-4%	-1%	3%	0%	12%	-4	12%	-2%	-12%
COC(CNC(=O)c1ccc(Cn2c(=S)[nH]c3cc4c(cc3c2=O)OCO4)cc1)OC	-19%	-6%	0%	-1%	-6%	-6	u	5%	u
CCOc1cc(C(=O)N(C)Cc2cc3cc(OC)ccc3[nH]c2=O)cc(OCC)c1OCC	5%	10%[57.1 µM]	3%	1%	-3%	0&-6	7%	3%	-24%
O=C(CSc1nc2nc(-c3cccs3)cc(C(F)(F)F)c2c(=O)[nH]1)Nc1c(F)c(F)c(F)c(F)c1F	-17%	18%	7%	-1%	-15%	-10	9%	-6%	-9%
CC1(C(=O)N2CCN(Cc3ccccc3Cl)CC2)CC1(Cl)Cl (stereo not drawn)	-13%	-2%	-4%	-2%	-12%	2	8%	0%	-5%
O=c1[nH]c2cc(Cl)ccc2c(O)c1-c1ccc(Oc2ccccc2)cc1	x	11%[57.1 µM]	x	x	x	x	13%[56.9 µM]	-5%	22%&29%[57.1 µM]
